RBX1-CUL1 inh: inhibitors of human ROC1-CUL1 ubiquitin ligase activity. E3 ubiquitin-protein ligase RBX1 (Homo sapiens) + Cullin-1 (Homo sapiens), P62877+Q13616. in vitro K48 di-Ub FRET, acceptor:donor ratio, 45 min. inhibition, % at 10 µM. hit rate 0.6% among 140,000. AID 1347404, 2020; in the data active = inhibition above about 25%
Target sequence (P62877 whole entry, looked up): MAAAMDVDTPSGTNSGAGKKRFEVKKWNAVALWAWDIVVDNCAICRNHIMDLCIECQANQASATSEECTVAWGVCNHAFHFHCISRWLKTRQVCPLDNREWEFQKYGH
Target sequence (Q13616 whole entry, looked up): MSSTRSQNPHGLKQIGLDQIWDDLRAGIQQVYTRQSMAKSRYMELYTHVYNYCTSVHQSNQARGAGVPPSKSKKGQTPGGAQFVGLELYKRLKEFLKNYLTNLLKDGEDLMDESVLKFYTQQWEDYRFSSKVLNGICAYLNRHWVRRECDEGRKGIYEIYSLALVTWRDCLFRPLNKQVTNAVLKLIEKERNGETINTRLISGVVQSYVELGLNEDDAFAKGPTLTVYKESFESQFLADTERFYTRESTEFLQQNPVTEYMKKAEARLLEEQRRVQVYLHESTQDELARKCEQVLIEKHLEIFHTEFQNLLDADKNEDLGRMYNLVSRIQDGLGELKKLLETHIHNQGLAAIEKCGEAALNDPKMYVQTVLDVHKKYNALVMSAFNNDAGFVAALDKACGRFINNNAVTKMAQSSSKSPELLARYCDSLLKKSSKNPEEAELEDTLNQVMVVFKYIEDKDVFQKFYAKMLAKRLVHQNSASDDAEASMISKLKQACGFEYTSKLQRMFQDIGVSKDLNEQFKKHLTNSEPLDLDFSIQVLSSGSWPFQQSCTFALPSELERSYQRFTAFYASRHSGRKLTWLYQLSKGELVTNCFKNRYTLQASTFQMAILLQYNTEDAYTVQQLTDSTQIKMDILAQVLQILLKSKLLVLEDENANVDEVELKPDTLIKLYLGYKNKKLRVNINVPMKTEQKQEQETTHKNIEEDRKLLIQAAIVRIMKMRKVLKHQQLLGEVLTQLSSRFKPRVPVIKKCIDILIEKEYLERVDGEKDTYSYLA
* marks the source's active call; other numbers are inactive results. An excerpt (hit frequency here may not be typical).

SMILES | RBX1-CUL1 inh
Cc1ccc(C)c(CNC(=O)c2ccc3c(c2)nc2n3CCCCC2)c1 | 2.3
COc1ccc(OC)c(CNC(=O)c2nn(C)c3c2CSc2ccccc2-3)c1 | -8.3
CC(CC(C)=Nc1c(C)cccc1C)=Nc1c(C)cccc1C | -5.7
CCCN(CC1CC1)C(=O)CCC1(Cc2ccc3ccccc3c2)CCC(=O)N1 (stereo not given) | 5.6
COc1ccc(CNc2nc3c(S(=O)(=O)c4ccccc4)nnn3c3ccc(Cl)cc23)cc1 | 0.5
COc1ccc(/C=C2/SC(=O)N(CN3CCCC3)C2=O)cc1OC | -4.6
c1cnc(N2CCOCC2)c(CNCC2CCOC2)c1 (stereo not given) | -1.2
Cc1cccc(C2=NN3C(=N)/C(=C\c4cc(C)n(Cc5ccccc5)c4C)C(=O)N=C3S2)c1 | 4.5
CCOC(=O)C1(CCOC)CCCN(Cc2sc(N(C)C)nc2Cl)C1 (stereo not given) | 2.9
CN(C)CC1=Nc2ccccc2C1=O | 2.7

4 of the compounds above, comma-delimited:
mol,RBX1-CUL1 inh
COc1ccc(CNc2nc3c(S(=O)(=O)c4ccccc4)nnn3c3ccc(Cl)cc23)cc1,0.5
COc1ccc(/C=C2/SC(=O)N(CN3CCCC3)C2=O)cc1OC,-4.6
c1cnc(N2CCOCC2)c(CNCC2CCOC2)c1 (stereo not given),-1.2
Cc1cccc(C2=NN3C(=N)/C(=C\c4cc(C)n(Cc5ccccc5)c4C)C(=O)N=C3S2)c1,4.5

Carrying on.
SMILES | RBX1-CUL1 inh
O=C1C2=CC(C=NCC(O)CO)C(=O)N2c2ccccc21 (stereo not given) | 25.3*
Cc1cccnc1NC(=O)COc1ccc(Cl)cc1Cl | 8.5
COC(=O)c1cc(-c2ccccc2)sc1NC(=O)c1cnccn1 | 2.2
CCOC(=O)C1C(C)=NC(=O)NC1c1ccc(C)o1 (stereo not given) | 8.4
COCCCNC(=O)c1c(NC(=O)c2sc3cccc(Cl)c3c2Cl)sc2c1CCCC2 | -1.2
CC(=O)c1ccc(-c2nnc(CCC(=O)NC(C)Cc3ncccc3C)o2)s1 (stereo not given) | 4.0
Cc1c2cnn(CC(=O)Nc3ccc(F)cc3F)c(=O)c2c(C)n1Cc1cccc(Cl)c1 | 2.4
CCOC(=O)c1ccc(NC(=S)C(C(N)=O)C(=O)OCC)cc1 (stereo not given) | 1.4
CCc1ccc(CNC(=O)Cn2nnnc2CN2C[C@@H](C)O[C@@H](C)C2)nc1 | -5.3
CCOC(=O)C1(CCOC)CCCN(Cc2cc(Cl)ccc2O)C1 (stereo not given) | -4.9

Copied from the list.
`CCOC(=O)C1C(C)=NC(=O)NC1c1ccc(C)o1` (stereo not given) in RBX1-CUL1 inh shows 8.4
`CCOC(=O)C1(CCOC)CCCN(Cc2cc(Cl)ccc2O)C1` (stereo not given) in RBX1-CUL1 inh shows -4.9

The listing picks up with the 4 entries that preceded the break.
SMILES | RBX1-CUL1 inh
Cc1c2cnn(CC(=O)Nc3ccc(F)cc3F)c(=O)c2c(C)n1Cc1cccc(Cl)c1 | 2.4
CCOC(=O)c1ccc(NC(=S)C(C(N)=O)C(=O)OCC)cc1 (stereo not given) | 1.4
CCc1ccc(CNC(=O)Cn2nnnc2CN2C[C@@H](C)O[C@@H](C)C2)nc1 | -5.3
CCOC(=O)C1(CCOC)CCCN(Cc2cc(Cl)ccc2O)C1 (stereo not given) | -4.9
Cc1cc(C)c(NC(=O)C2CCN(C(=O)c3ccccc3F)CC2)c(C)c1 | 9.0
COC(=O)c1ccc(NC(=O)CSc2nnc(-c3cccc(C)c3)o2)cc1 | 4.3
O=C(NC1CCCCCC1)c1cc2c(Cl)nc3ccccc3c2s1 | -0.8
O=c1[nH]c(CSc2ccccc2)nc2c1oc1ccccc12 | 2.5
CCOc1ccccc1C(=O)N(Cc1ccc(N(C)C)cc1)CC1CCCO1 (stereo not given) | 6.9
CCCNS(=O)(=O)c1cc(C(=O)N2CCN(C)CC2)ccc1OC | 14.2
O=C(Cn1c(=O)oc2cc(S(=O)(=O)NC3CCCC3)ccc21)Nc1ccc(F)c(F)c1 | -3.4
Cc1ccc(C)c(S(=O)(=O)Nc2ccc3c(c2)CCCN3C(=O)c2cccs2)c1 | -1.4
COc1ccc(CNC(=O)c2cc3sccc3n2Cc2ccc(C)cc2)cc1 | -4.4
O=C(C1CCN(C2CCN(Cc3cccc4cccnc34)CC2)CC1)N1CCCC1 | -9.3
CN(C)c1ccc(Sc2nnc(N)s2)cc1 | 6.3
C#CCSc1nc2sc3c(c2c(=O)n1-c1ccc(OC)cc1)CCCC3 | -1.0
N#Cc1cn2c(nc3ccccc32)c(C#N)c1-c1ccccc1 | 1.0
N#Cc1nc(-c2ccccc2)cn(CCc2ccccc2)c1=N | -2.1
COc1ccc(OC)c(C2c3c(C)nn(-c4ccc(C)cc4)c3OC(=N)C2C#N)c1 (stereo not given) | 9.6
CCc1ccc(OCCNC(=O)OCc2ccccc2)cc1 | -0.2
O=C(Nc1ccc(-c2cn3cccnc3n2)cc1)c1cc(Br)ccc1Cl | 1.1
CCOC(=O)Cn1c(=O)cc(C)c2c(C)nn(-c3cccc(F)c3)c21 | -5.8
CCC1CCc2nc3sc(C(=O)c4ccc5c(c4)OCO5)c(N)c3cc2C1 (stereo not given) | -1.4
CCOC(=O)c1nnn2c1nc(Sc1nnc(-c3ccco3)n1-c1ccccc1)c1ccccc12 | -2.6
Cc1cccc(NC(=O)Cn2cc(S(=O)(=O)N3CCCC3)c(S(=O)(=O)N3CCCC3)c2)c1C | -1.1
Cc1ccc(C(=O)c2cn(Cc3c(F)cccc3Cl)c3nc(C)ccc3c2=O)cc1 | -9.0
CCC(=O)Nc1nnc(SCC(=O)Nc2ccc(C(C)=O)cc2)s1 | -1.4
COc1ccc(OC2CCN(C(C)=O)CC2)c(C(=O)NC(C)Cc2ccsc2)c1 (stereo not given) | 0.2
CN(C1CCCCC1)S(=O)(=O)c1ccc([N+](=O)[O-])cc1 | 5.0
CCCNS(=O)(=O)c1cc(Cl)c(Cl)cc1C | 2.5
CCN1C(=O)c2ccccc2S(=O)c2ccc(C(=O)NCc3ccc(C)cc3)cc21 (stereo not given) | -5.0
CCC(=O)N1N=C(c2ccc(NS(=O)(=O)c3ccccc3)cc2)CC1c1ccco1 (stereo not given) | -0.5
CC(=O)N1CCCc2cc(S(=O)(=O)N3CCC(C(=O)NCc4ccc(N(C)C)cc4)CC3)ccc21 | -1.1
CC(C)(C)c1ccc(CN(Cc2ccco2)c2cnc(S(C)(=O)=O)nc2C(=O)Nc2ccc(F)cc2)cc1 | -3.1
CCCN(CCC)CCNC(=O)c1nn(C)c2c1CS(=O)(=O)c1ccccc1-2 | 3.3
COc1cc(CC2(CCC(=O)NCCc3cccc4ccccc34)CCC(=O)N2)ccc1F (stereo not given) | 1.2
O=C(CCN1CCCO1)N1CCCC(CCc2ccccc2F)C1 (stereo not given) | -0.4
O=C(/C=C/c1cccs1)N1CCCC(c2nc(-c3cccnc3)ncc2-c2ccccc2F)C1 (stereo not given) | 5.2
CNc1ncc(C(=O)N2CCC(Cn3cc(C4CCCC4)nn3)CC2)cn1 | 5.9
O=C(Cc1coc2ccc3ccccc3c12)Nc1ccccc1Br | -4.2
Cc1ccc(S(=O)(=O)CNC(=O)C2c3ccccc3C(=O)N2Cc2ccc(Cl)cc2)cc1 (stereo not given) | -0.5
CCOC(=O)c1scc(-c2ccc(C)cc2)c1S(=O)(=O)Nc1ccc(F)c(F)c1 | -1.8
CC12CCC(C(=O)Nc3ccccc3)(OC1=O)C2(C)C (stereo not given) | 5.9
COc1ccc(CCNC(=O)c2ccc(Cn3c(=O)c4ccccc4n(Cc4cccc(C)c4)c3=O)cc2)cc1OC | -4.3
CN(Cc1ccoc1)c1cc(CCN)ncn1 | 0.5
CCOC(=O)COc1ccc(Br)cc1/C=C1\C(=O)N(CCC#N)N=C1C | 7.8
CC(Oc1ccccc1Cl)C(=O)N1CCN(CCc2ccccn2)CC1 (stereo not given) | 2.1
O=c1n(Cc2ccc(Cl)cc2)c2cc(N3CCCCC3)c([N+](=O)[O-])cc2n1Cc1ccc(Cl)cc1 | -12.2
Cc1ccc(C(=O)N2CC3(C)CN(C(=O)c4ccc(C)cc4)CC(C)(C2)C3=O)cc1 | 5.9
Cc1cccc(NC(=O)c2sc(Cl)nc2-c2ccccc2)c1 | 0.4
COc1ccc(C(=O)N(c2ccc(OC)cc2)S(=O)(=O)c2ccc3c(c2)n(C)c(=O)n3C)cc1 | -7.3
CCCOc1ccc(S(=O)(=O)N2CCCCC2)cc1C | 6.8
CCN(CC)Cc1c(O)ccc2c(=O)c(-c3ccccc3Cl)c(C(F)(F)F)oc12 | 6.4
Brc1ccc(-c2nnc(-c3cccs3)c3conc23)cc1 | 2.7
(listing goes on)
SMILES | RBX1-CUL1 inh
N#Cc1c(-c2ccccc2)cc(-c2ccccc2)nc1SCCN1CCOCC1 | 99.7*
CC(=O)c1cccc(NC(=O)/C=C/c2c(Cl)cccc2Cl)c1 | 8.6
O=C1CC(c2cccs2)Sc2nc3ccccc3n21 (stereo not given) | -2.8
O=C1CCC(CCNCc2cc3c(cc2Cl)OCO3)N1CC1C2CC3CC(C2)CC1C3 (stereo not given) | 9.3
Cc1cc2oc(C(=O)N(Cc3ccccc3)C3CCS(=O)(=O)C3)c(C)c2cc1C (stereo not given) | 11.6
COc1ccc(/C=C2\CCc3ccccc3C2=O)cc1COc1ccc(F)cc1F | 15.6
COc1ccc(-c2noc(CN(C(=O)Cc3ccc(C)cc3)C(C)C)n2)cc1 | -0.3
O=C(Cn1c(=O)n(CC2CCCO2)c(=O)c2ccccc21)Nc1ccc(F)cc1F (stereo not given) | -0.3
COc1cccc2c1cc1c(=O)n(CC(=O)N3CCN(c4cc(Cl)ccc4C)CC3)nc(C)n12 | -9.0
COc1cccc(OC)c1CN1CCC(C(Cc2ccccc2Cl)N(C)C(=O)c2ccco2)CC1 (stereo not given) | -4.3
Cc1ccc(CCNS(=O)(=O)c2ccc3c(c2)CC(C)N3C(=O)C2CCC2)cc1 (stereo not given) | 8.5
Cc1ccc(NC(=O)Cn2c(=O)n(Cc3ccc(C(=O)NCc4ccc5c(c4)OCO5)cc3)c(=O)c3ccccc32)cc1 | 2.4
Cc1ccc(-c2nnc(CCc3ccccc3)o2)cc1 | 4.8
Fc1ccccc1CNCCCSc1nnnn1-c1ccccc1 | -2.2
Cc1ccccc1NC(=O)CC1C(=O)NCCN1C(=O)c1cccc(Cl)c1 (stereo not given) | -2.5
CCOCC(=O)Nc1ccc(C)c(Cl)c1 | 7.3
Cc1ccccc1-c1cc(C(=O)N2N=C(C(F)F)CC2(O)C(F)F)c2ccccc2n1 (stereo not given) | -1.2
O=C1c2ccc(Br)cc2C(=O)N1CNc1ccc(Oc2ccccc2)cc1 | 6.7
CCn1nc(C)cc1C(=O)N1CCC2(CCCN(CC(C)(C)C)C2=O)C1 (stereo not given) | 7.6
Cc1ccc(-c2ccc(OC(=O)CN3C(=O)c4ccccc4C3=O)cc2)cc1 | -8.0
Cc1cc(C)cc(Sc2nnnn2-c2ccccc2)c1 | 7.6
CCCc1[nH]nc2c1C(c1sccc1C)C(C#N)C(=N)O2 (stereo not given) | 2.6
O=C(NC1CCCC1)c1ccc2c(=O)n(Cc3ccccc3)c(SCc3cccc(F)c3)nc2c1 | -10.3
COc1ccc(C(O)C(O)(C#Cc2ccccc2)C#Cc2ccccc2)cc1 (stereo not given) | -4.3
CCCCCn1c(NCc2ccccc2OC)nc2ccccc21 | 3.6
CCCCNc1ncnc2c1nnn2C | -7.3
C/C(=N/N=C(/N)c1cncc(Cl)n1)c1cccs1 | 6.2
COC(=O)c1ccc(NC(=O)C(C)SC2=NC(=O)CC(=N)N2CCc2ccccc2)cc1 (stereo not given) | -3.9
O=C(CN1C(=O)CCC1=O)OCC(=O)N(c1ccccc1)c1ccccc1 | -6.6
CCS(=O)(=O)Nc1cccc(Cl)c1 | 7.6
COC(=O)CCc1sc(NC(=O)CSc2nc3ccccc3o2)nc1-c1ccc(OC)cc1 | -5.9
Cc1cc(S(=O)(=O)NCC(=O)O)ccc1F | -1.8
O=C1/C(=C\c2ccc(Br)o2)SC(=Nc2ccccc2)N1c1ccccc1 | 7.6
O=C(COc1ccc(Cl)cc1)Nc1cccc(O)c1 | -3.3
Cc1noc2ncnc(N3CCCC(C(=O)NCCC(C)C)C3)c12 (stereo not given) | -5.7
O=C1C2ON(c3ccc(Br)cc3)C(c3cccnc3)C2C(=O)N1C1CCCCC1 (stereo not given) | 12.7
COc1ccccc1Nc1ccc([N+](=O)[O-])cn1 | 1.3
Cc1ccc(Cn2c(=O)n(CCCCC(=O)NCc3ccc4c(c3)OCO4)c(=O)c3ccccc32)cc1 | -3.0
c1ccc(-c2nnc3sc(-c4ccncc4)nn23)cc1 | 5.6
CC1(O)C(=O)c2ccccc2N(c2ccccc2)C1=O (stereo not given) | 1.0
CCOCCN1N=C(C(C)(C)C)Cn2c1nc1c2c(=O)n(C)c(=O)n1C | 8.1
COC(=O)c1ccc(NC(=O)Nc2ccc3c(c2)nnn3C)cc1 | 1.1
C=CCOc1c(Cl)cc(CNCCCN2CCOCC2)cc1OC | -0.5
CCOc1ccc(OCCSc2nc3ccccc3o2)cc1 | 9.8
COc1ccc(NC(=O)N2CCCC(CNC(=O)c3cccnc3)C2)cc1Cl (stereo not given) | -3.4
CCOC(=O)C1(Cc2ccccc2)CCN(Cc2sc(N(C)C)nc2Cl)CC1 | 1.5
Cc1ccc(CNC(=O)CCS(=O)(=O)c2ccc3c(c2)CC(C)N3C(=O)C2CC2)cc1 (stereo not given) | -3.0
CCOC(=O)C1CCN(S(=O)(=O)c2cc(-c3cc(C)no3)ccc2C)CC1 | 2.0
Cc1cccc(C(=O)Nc2cc(-c3ccccc3F)nn2-c2ccccc2)c1 | 1.3
Cc1oc(-c2ccccc2Cl)nc1CS(=O)(=O)CC(=O)NC(C)c1ccccc1 (stereo not given) | -5.6
Carrying on.
SMILES | RBX1-CUL1 inh
CCN(CC)c1ccc(CNc2ccc(Cl)cc2)cc1 | -0.4
CCOc1c(Br)cc(C(N)=O)cc1OC | 2.4
Cc1ccccc1-n1c(SCc2cccc3ccccc23)nc2sc3c(c2c1=O)CCC3 | 6.3
O=C(Cn1cc(C(=O)c2ccco2)c2ccccc21)Nc1ccc(Br)cc1 | -9.8
Cc1cccc(C(=O)Nc2sc3c(c2C(=O)O)CCCC3)c1 | 8.5

Screens (PubChem)
